Shiga toxin inh: Shiga toxin inhibition; 9.2% of 290,000 active; inhibition, % at 38.7 µM; Vero cells, Shiga toxin protein synthesis inhibition reporter; in the data active = inhibition mostly above about 28%, no sharp cut-off; inactive = mostly below about 43%; note: 0% is about no effect
Pf growth 96h: P. falciparum growth inhibition at 96 hours | AID 504834 | 6.9% of 320,000 active | P. falciparum luciferase reporter growth, 96 h | Potency, µM (highest dose often 28.7 µM), for the others: at the highest dose activity change, negative = inhibition, usual class: inhibitors; note: potency is the fitted concentration of half-maximal effect; % is set by controls: 0 for no effect and ±100 for the full control effect
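Two parasite generations (96 h, 37 C, 5% CO2) of compound exposure in infected erythrocytes (0.05% parasitemia, 2% hematocrit). Luciferase-reporter P. falciparum; decreased luminescence indicates inhibited growth, aimed at apicoplast-acting delayed death.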
Pf growth 48h: inhibits P. falciparum growth in the first generation, 48 h. P. falciparum luciferase growth in erythrocytes, 48 h. Potency, µM (highest dose often 28.7 µM), without a hit: top-dose activity change, negative = inhibition, hits mostly inhibitors. 5.9% of 310,000 active. AID 504832; note: potency is the fitted concentration of half-maximal effect; % is set by controls: 0 for no effect and ±100 for the full control effect
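Luminescence readout; reporter = integrated firefly luciferase in P. falciparum. RBC culture at 2% hematocrit, 0.1% parasitemia final, 37 C/5% CO2; decreased signal taken as growth inhibition.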
CHX counter: counter-screen hit for Shiga toxin inhibitors, cycloheximide; max response, %; 12% of 300,000 active; AID 2314; cell reporter, cycloheximide protein synthesis inhibition counterscreen; in the data active = max response mostly above about 13%, no sharp cut-off; inactive = mostly below about 14%; note: read at 38.3 µM for the half of the compounds with a filed dose; 0% is about no effect
LmPK inh: inhibitors of Leishmania mexicana pyruvate kinase; Q27686; Potency, µM (doses to about 57.5 µM), without a hit: top-dose activity change, negative = inhibition, most hits filed as inhibitors; purified LmPK, Kinase-Glo ATP luminescence, 1 h; 0.37% of 290,000 active; note: potency is the fitted concentration of half-maximal effect; % is set by controls: 0 for no effect and ±100 for the full control effect
Target sequence (Q27686 whole entry, looked up): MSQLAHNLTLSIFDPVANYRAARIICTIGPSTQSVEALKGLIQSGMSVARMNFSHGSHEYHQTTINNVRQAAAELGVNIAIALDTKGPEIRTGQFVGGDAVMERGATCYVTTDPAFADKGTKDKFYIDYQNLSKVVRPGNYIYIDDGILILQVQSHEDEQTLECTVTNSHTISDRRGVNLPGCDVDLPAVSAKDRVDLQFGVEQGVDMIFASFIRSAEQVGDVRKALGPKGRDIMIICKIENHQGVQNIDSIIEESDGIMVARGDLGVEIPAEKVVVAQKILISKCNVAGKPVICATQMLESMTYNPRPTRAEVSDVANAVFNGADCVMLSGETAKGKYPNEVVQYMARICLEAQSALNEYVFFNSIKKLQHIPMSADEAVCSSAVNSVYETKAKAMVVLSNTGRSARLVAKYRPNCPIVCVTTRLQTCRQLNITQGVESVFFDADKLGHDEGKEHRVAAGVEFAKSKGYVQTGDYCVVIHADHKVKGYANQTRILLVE
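Purified LmPK (0.1 nM) converted ADP (0.1 mM) to ATP with PEP (0.5 mM) in imidazole buffer pH 7.2 with KCl and MgCl2, 1 h at room temperature. ATP was read by Kinase-Glo luminescence; data normalized to uninhibited and no-enzyme controls.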
AMA1-RON2 inh: disrupts binding of P. falciparum AMA1 to RON2. AID 720542. AlphaScreen AMA1-biotinylated RON2 peptide binding. 0.2% of 360,000 active. Potency, µM (doses to about 58.2 µM), for inactives: top-dose activity change, negative = inhibition, actives largely listed as inhibitors;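 note: potency is the fitted concentration of half-maximal effect; 0% = vehicle wells and -100% = peptide control; nearly all actives have a fitted effect of over 45% in size; some results filed as inactive show a strong effect at the top dose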
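AMA1 (3D7) with his tag at 25 nM final met compounds first, then biotinylated RON2 peptide at 25 nM; detection used donor plus acceptor beads, 10 µg/mL apiece, read by AlphaScreen after 30 min at room temperature.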
Tb PYK inh: inhibitors of Trypanosoma brucei pyruvate kinase. TbPYK enzyme, Kinase-Glo Plus ATP luminescence, 45 min. Potency, µM (highest dose often 76.8 µM), for inactives: at the highest dose activity, negative = inhibition, hits mostly inhibitors. 0.12% of 410,000 active. AID 624173; note: potency is the fitted concentration of half-maximal effect; % is set by controls: 0 for no effect and ±100 for the full control effect; nearly all actives have a fitted effect of over 50% in size
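TbPYK + substrate in 50 mM TEA pH 7.2, 100 mM KCl, 10 mM MgCl2, 0.05% BSA, 0.01% Tween-20; cpd pinned; ADP 130 uM final; 45 min RT; Kinase-Glo Plus 10 min; luminescence endpoint.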
* = called active by the depositor; ? = inconclusive; · = not tested or not shown; & = joins results of further samples; [ ] = another dose, or the depositor's remark. Unless noted, calls come from the whole dose curve; as a rule, active = well fitted curve in the direction sought with a large enough effect; inconclusive = small, poorly fitted or top-dose-only effect, or another doubt; inactive = no such curve, though single readings can be large; an effect the other way counts as inactive or inconclusive.

SMILES	Shiga toxin inh	Pf growth 96h	Pf growth 48h	CHX counter	LmPK inh	AMA1-RON2 inh	Tb PYK inh
O=C(NC1CCCCC1)C(c1ccncc1)N(C(=O)Cc1cccs1)c1ccccc1 (centres undefined)	-23	3%	9%	-3	4%	-7%	1%
NNC(=O)c1ccc(-c2ccccc2F)cc1	13	?	-15%	7	2%	51%[activator]	-2%
O=C(OCC(=O)N1CCN(c2ccccc2)CC1)C1CCCN1S(=O)(=O)c1ccc(Cl)cc1 (centres undefined)	·	68%[activator]	48%[activator]	·	·	-9%	-6%
N#CC(Sc1ccccn1)c1ccc(Cl)cc1 (centres undefined)	3	?	-13%	15	17%	-4%	-17%
Cc1ccc(-n2c3c(cc(C(=O)NCC(=O)c4ccccc4)c2=O)C(=O)CCC3)cc1	7	?	90%[activator]	-1	-2%	-13%	8%
CC(C)(C)c1ccccc1NC(=O)CN1C(=O)NC2(CCCC2)C1=O	-12	18%	0%	-4	0%	3%	-3%
O=C1CCCN1CN(C(=O)c1ccccc1)c1ccccc1	2	?	-3%	1	2%	-10%	-12%
CCCCCCSC1=C(C#N)C(c2ccc(O)cc2)CC(=O)N1 (centres undefined)	-31	·	-7%	-1	6%	-4%	4%
CCCN1CCN(CCCNC(=O)CCNC(=O)Cn2ccc3ccccc3c2=O)CC1	-20	-42%	5%	-2	8%	33%[activator]	0%
CCC(CC)C(=O)N1CC(=O)Nc2ccc(F)cc2C1c1ccc(F)cc1 (centres undefined)	-1	52%[activator]	-4%	-2	0%	-7%	-6%
CCC12CN3CCN(CC(C3)/C1=N/NC(=O)c1ccncc1)C2	42	?	13%	-5	0%	12%	2%
CCOc1cc2[nH]c(=S)n(C3CCN(Cc4ccccc4)CC3)c(=O)c2cc1OCC	-1	?	-10%	-6	-3%	35%[activator]	-17%
CCN(CC)S(=O)(=O)c1cc(NC(=O)CSc2n[nH]c(N)n2)ccc1C	·	?	?	·	·	0%	0%
O=C(c1ccc(-n2cnnn2)cc1)N1CCOCC1	16	14%	17%	-2	4%	-3%	2%
NC(=O)CSc1nnc(COc2cccc3ccccc23)o1	-4	12µM*	3%	1	2%	2%	3%
OCC#CCSc1nnc(-c2ccncc2)o1	-5	0.29µM*	16%	-2	-7%	8%	11%
OCCN1CCN(CC(O)COCCOc2ccc(Br)cc2)CC1 (centres undefined)	12	-1%	18%	4	-3%	-7%	?
C/C(=N\NC(N)=O)c1c(F)cccc1F	-11	42%[activator]	59%[activator]	-2	3%	-4%	0%
Cc1cc(NC(=O)COC(=O)CNS(=O)(=O)c2ccc(C)c(C)c2)no1	-9	9%	5%	-3	1%	3%	-1%
Cc1cc(C)c(S(=O)(=O)c2cccc(C(F)(F)F)c2)c(=O)[nH]1	3	15%	?	-3	-2%	-1%	-4%
Cc1ccc(C(=O)N2CCCCC2)cc1NC1=C(Cl)C(=O)N(Cc2ccccc2)C1=O	·	5.2µM*	4.7µM*	·	·	-2%	-12%
COc1ccc(-n2ncc3c2CC(C)(C)CC3NC(=O)CCn2cncn2)cc1 (centres undefined)	-3	?	-2%	-2	0%	-7%	0%
Cn1c(Cc2cccs2)n[nH]c1=S	-7	31%[activator]	0%	2	0%	4%	-13%
CCN(CC)CCN(Cc1cc2cccc(C)c2[nH]c1=O)C(=S)Nc1ccccc1	18	8%	12µM*	8	0%	?	-7%
O=C(O)c1ccc(N2C(=O)Nc3ccccc3N2O)cc1	-4	7%	34%[activator]	2	0%	-2%	3%

3 neighbouring records already listed:
SMILES	Shiga toxin inh	Pf growth 96h	Pf growth 48h	CHX counter	LmPK inh	AMA1-RON2 inh	Tb PYK inh
Cn1c(Cc2cccs2)n[nH]c1=S	-7	31%[activator]	0%	2	0%	4%	-13%
CCN(CC)CCN(Cc1cc2cccc(C)c2[nH]c1=O)C(=S)Nc1ccccc1	18	8%	12µM*	8	0%	?	-7%
O=C(O)c1ccc(N2C(=O)Nc3ccccc3N2O)cc1	-4	7%	34%[activator]	2	0%	-2%	3%

Single values from the results shown:
Under LmPK inh, Cc1cc(NC(=O)COC(=O)CNS(=O)(=O)c2ccc(C)c(C)c2)no1 has the entry 1%
Under LmPK inh, OCCN1CCN(CC(O)COCCOc2ccc(Br)cc2)CC1 (centres undefined) has the entry -3%

The results go on:
SMILES	Shiga toxin inh	Pf growth 96h	Pf growth 48h	CHX counter	LmPK inh	AMA1-RON2 inh	Tb PYK inh
CS(=O)(=O)Nc1cccc(-c2cnc3ccccc3n2)c1	85*	236%[activator]	188%[activator]	37*	-2%	1%	11%
Cn1c(=O)c2c(-c3ccccc3)n(Cc3cccnc3)cc2n(C)c1=O	2	?	6%	-2	7%	10%	8%
NN=C(N)N	·	-7%&2%	-5%&2%	·	·	17%	1%&0%
O=C(Nc1ccc2c(c1)CCC2)c1ccc(Cl)nc1	64*	157%[activator]	344%[activator]	59*	-2%	11%	-5%
C[C@]12CCC(=O)C=C1CC[C@@H]1C2CC[C@]2(C)C(=O)CCC12 (some centres undefined)	-8	6%	-7%	1	0%	-2%	0%
COC(=O)CSc1ncc(S(=O)(=O)c2ccccc2)c(=O)[nH]1	2	-7%	·	-6	0%	-9%	-4%
O=C(CSc1n[nH]c(-c2ccccc2)n1)N1CCCC1	65*	0%	53%[activator]	16	-5%	1%	4%
CC(OC(=O)c1cc(=O)[nH]c2ccccc12)C(=O)NCc1ccccc1 (centres undefined)	·	41%[activator]	17%	·	·	-8%	4%
O=c1[nH]cc(S(=O)(=O)N2CCCc3ccccc32)c(=O)[nH]1	·	2%	1%	·	·	-7%	3%
Cn1c(=O)oc2cc(S(=O)(=O)N3CCC(C(=O)Nc4ccc(OC(F)(F)F)cc4)CC3)ccc21	-10	38%[activator]	?	-2	6%	-7%	-7%
Cc1onc(-c2c(Cl)cccc2Cl)c1C(N)=O	-12	40%[activator]	33%[activator]	-1	-4%	0%	2%
O=C(CCC1CCCC1)Nc1ccc(C(=O)NCc2cccnc2)cc1	3	88%[activator]	-29%	-2	0%	-3%	6%
Cc1ccc(NC(=O)NNC(=O)COc2ccc3ccccc3c2)cc1	12	?	11%	-1	-1%	64%[activator]	-2%
Cc1ccc(C(=O)Cn2cnc3ccccc3c2=O)cc1C	104*	·	13%	64*	3%	-15%	-1%
COc1ccc(NC(=O)CS(=O)(=O)Cc2ccccc2)c([N+](=O)[O-])c1	11	15%	10%	11	2%	-7%	2%
O=C(CCN1CCOCC1)c1ccc(N2CCCCC2)cc1	·	22%	-1%	·	·	-8%	-8%
O=C(NCCC1=CCCCC1)NC12CC3CC(CC(C3)C1)C2	70*	-101%	-4%	44*	-2%	-9%	2%
COc1cc(CC(NC(C)=O)C(=O)NC2CCN(C(=O)Nc3ccc(C)cc3)CC2)cc(OC)c1 (centres undefined)	9	2%	6%	-3	-5%	2%	-5%
Cc1cc(C)nc(SCCS(=O)Cc2ccc(Cl)cc2)n1 (centres undefined)	-3	·	8%	2	3%	-10%	-8%
CCOC(=O)C(O)(c1ccc(NC(=O)c2ccc(Cl)c(Cl)c2)cc1)C(F)(F)F (centres undefined)	45	?	9.3µM*	12	5%	-4%	1%
CCCN1CNC(=S)N(c2ccccc2OCC)C1	-4	?	3%	-2	-3%	-1%	-6%
Cc1sc(NC(=O)CSc2nnnn2C)c(C#N)c1C	-16	15%	4%	-5	0%	7%	-1%
Cc1cc(Br)ccc1NC(=O)CN1C(=O)C2C3CC(c4ccccc4)C(C3)C2C1=O (centres undefined)	-7	?	?	14	1%	-13%	2%
COc1ccc(CN2CCN(C3CCC3)CC2CCO)c(C)c1C (centres undefined)	-10	?	3%	-1	6%	2%	-4%
CCOc1ncccc1C(=O)Nc1ccc(S(=O)(=O)NC2=NCCCCC2)cc1	1	-29%	-15%	-2	9%	2%	4%
Later entries:
SMILES	Shiga toxin inh	Pf growth 96h	Pf growth 48h	CHX counter	LmPK inh	AMA1-RON2 inh	Tb PYK inh
O=C(Cc1ccccc1)NCCc1cnc[nH]1	4	16%	1%	12	-6%	6%	-2%
COc1ccc(N(CC(=O)NCCC2=CCCCC2)S(C)(=O)=O)cc1	18	·	-5%	10	6%	-12%	-3%
C[N+]1(C)C2CC[C@H]1CC(OC(=O)C(CO)c1ccccc1)C2 (some centres undefined)	·	-16%	0%	·	·	-1%	-3%
CCOC(=O)C1CCN(C2=NC(=O)/C(=C/c3ccccc3OC)S2)CC1	26	17%	?	8	-1%	8%	12%
Cc1cccc(C(=O)NCCCNC(=O)c2ccc(C)nc2)c1	-5	?	4%	-9	0%	4%	-14%
CC(C)=C1SC(N2CCCCC2)=NC1=O	-4	?	·	11	0%	3%	2%
O=C1c2cccc3cccc(c23)C(=O)N1/N=C/c1c(O)n(-c2ccccc2)c(=O)[nH]c1=O	43	14%	10%	0	-2%	35%[activator]	-11%
Cc1ccc2sc(=O)[nH]c2c1	11	17%	8%	7	5%	2%	-3%
O=c1c2ccccc2[nH]c(=S)n1-c1cccc(S(=O)(=O)N2CCCC2)c1	-3	?	-22%	-3	6%	50%[activator]	-3%
O=c1[nH]c(=O)n(C2CCCCC2)c(O)c1/C=N/N1CCCCC1c1cccnc1 (centres undefined)	-14	?	?	1	3%	4%	-1%
CCCOC(=O)c1cccc(Nc2nc(-c3cccnc3)nc3ccccc23)c1	12	0%	9.3µM*	0	-1%	6%	-4%
CN1CCC(=NNC(=O)c2ccco2)CC1	79*	?	53%[activator]	67*	6%	24%	-8%
Cc1cccc(NC(=O)COC(=O)C2C3CC4OC(=O)C2C4C3)c1C (centres undefined)	19	28%	-17%	2	-8%	0%	1%
Cn1c(C(=O)NCCOc2ccccc2Cl)cc(=O)n(C)c1=O	-7	-8%	6%	-3	0%	3%	4%
COc1ccc(N(C(=O)c2cccnc2)S(=O)(=O)c2ccc3c4c(cccc24)C(=O)N3C)cc1	-6	?	?	-2	1%	12%[2.32 µM]	-1%
CCOc1ccc2nc(SC(CC)C(=O)Nc3cc(C)on3)sc2c1 (centres undefined)	2	?	?	-2	1%	-9%	-8%
O=C(Nc1ccccc1C(=O)N1CCOCC1)c1ccco1	-8	?	0%	1	4%	3%	-7%
COc1ccc(CN(CC2CCCO2)S(=O)(=O)c2ccc(C(=O)O)cc2)cc1OC (centres undefined)	-5	29%	-5%	15	3%	-4%	8%
CC(NC(=O)Cn1c(=O)[nH]c2ccsc2c1=O)C12CC3CC(CC(C3)C1)C2 (centres undefined)	-6	42%[activator]	·	-4	4%	3%	-2%
CC(C)(C)c1cnnn1-c1ccc(-c2csc(N)n2)cc1	18	-4%	?	21	-3%	-7%	-8%
CC(C)Cc1nnc(NC(=O)CCC(=O)N2CCN(Cc3ccc(Cl)cc3)CC2)s1	-7	12%	?	-5	12%	-3%	-12%
Cc1ccc(C)c(NC(=S)N2CCCC2)c1	-12	2%	13%	-3	0%	4%	-1%
O=c1cc(O)nc(SCc2ccc(Cl)cc2)[nH]1	-8	19%	-9%	-2	2%	18%	-11%
Cn1c(=O)c2c(nc(NCCc3ccccc3)n2Cc2ccc(F)cc2)n(C)c1=O	-13	?	12µM*	8	8%	-13%	5%
Cc1cccc(C(=O)Nc2ccc(NC(=O)c3ccccc3)cc2)c1	·	8%	2%	3	9%	6%	-15%

Bioassay records: PubChem, National Center for Advancing Translational Sciences (NCATS)
